Screens from PubChem BioAssay.
C8 TRAIL sens – sensitizes caspase-8 expressing cells to TRAIL | NB7+C8 cells + TRAIL, ATPlite viability luminescence | inhibition (viability loss, TRAIL sensitization), % at 10 µM | hit rate 1% among 360,000 | AID 624354;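 active = compounds causing at least 50% loss of cell viability in the single-dose screen, relative to plate controls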
CF NFkB inh – blocks PAF-induced NF-kB reporter in cystic fibrosis cells; KKLEB NF-kB-GFP reporter, GFP fluorescence overnight; hit rate 0.86% among 360,000; inhibition, % at 5 µM; AID 588850;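 active = at least 50% inhibition at 5 µM, scaled per plate between neutral and stimulator controls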;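 note: PAF is a Pseudomonas aeruginosa culture filtrate used as stimulus; plate controls were PAF-stimulated DMSO wells for no effect and unstimulated DMSO wells for full effect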
HIF-2a block – blocks HIF-2a reporter activity | inhibition, % at 18.8 µM | AID 624352 | hit rate 0.72% among 360,000 | 786-0 RCC cells HIF-2a reporter, luciferase luminescence, overnight;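 active = inhibition of the luminescence signal of 40% or more relative to plate controls, in a single-dose primary screen at 18.75 µM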
NR2E3 ag-1 – human photoreceptor-specific nuclear receptor agonism | Q9Y5X4 | CHO-S Gal4-NCOR/VP16-NR2E3 two-hybrid, luciferase | AID 602229 | hit rate 0.35% among 360,000 | inhibition of corepressor binding, % at 3.98 µM;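 active = inhibition above the mean of all tested compounds plus 3 SD, cut at about 70% in these data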;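 note: 0% = DMSO with NR2E3 transfected cells and 100% = cells lacking NR2E3 construct; higher means lower luciferase signal from less NR2E3 corepressor binding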
Target sequence (Q9Y5X4 whole entry, looked up, the tested form may be a part): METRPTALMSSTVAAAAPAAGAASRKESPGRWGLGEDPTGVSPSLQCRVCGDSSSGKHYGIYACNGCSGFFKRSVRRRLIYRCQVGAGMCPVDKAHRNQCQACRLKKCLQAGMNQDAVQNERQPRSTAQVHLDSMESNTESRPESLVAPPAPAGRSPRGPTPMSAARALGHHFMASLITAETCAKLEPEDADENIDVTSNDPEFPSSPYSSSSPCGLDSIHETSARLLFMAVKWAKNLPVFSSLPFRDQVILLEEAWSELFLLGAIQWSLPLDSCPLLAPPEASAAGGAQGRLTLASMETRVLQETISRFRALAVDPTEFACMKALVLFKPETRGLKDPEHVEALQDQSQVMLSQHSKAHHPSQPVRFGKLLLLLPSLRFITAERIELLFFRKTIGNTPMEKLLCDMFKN
LMP1 NFkB inh – inhibitors of Epstein-Barr LMP1-induced NF-kappaB reporter; hit rate 0.69% among 350,000; LMP1-induced NF-kappaB luciferase reporter cells, luminescence; inhibition, % at 12.5 µM; in the data active = inhibition above about 41%;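 note: 0% = neutral control wells and 100% = reference inhibitor control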
Shn3 3UTR inh – Schnurri-3 reporter inhibition in Clone20 osteoblasts | Clone20 osteoblast Shn3 3'UTR firefly luciferase, 24 h | AID 588674 | inhibition, % at 12.5 µM | hit rate 0.52% among 360,000;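 active = mean inhibition of at least 75% with every replicate also reaching 75%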;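 note: 0% = median of neutral control wells and 100% = pilot-screen positive control compound; some compounds past the cut are filed as inactive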
MITF TRPM1 inh – MITF TRPM1 promoter inhibition in SK-MEL-5 cells; hit rate 0.83% among 330,000; inhibition, % at 12.5 µM; AID 488899; SK-MEL-5 TRPM1 promoter luciferase, 24 h;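 active = mean inhibition across replicates of 60% or more, whatever share of single replicates reaches that level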; note: values of inactives mirror those of a sister screen read the other way
hiPSC survival – enhancers of human iPSC single-cell survival | hiPSC single-cell survival, ATPlite luminescence; 100% = ROCK inhibitor wells, 0% = DMSO | survival enhancement, % at 20 µM | hit rate 0.044% among 360,000 | AID 602274; in the data active = survival enhancement above about 18%;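 note: cells exposed to compounds for 16 hours before the ATP read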
NR2E3 ag-2 – agonists of human nuclear receptor NR2E3 | AID 2300 | inhibition of corepressor binding, % at 4.78 µM | hit rate 0.12% among 320,000 | GST-NR2E3/biotin-RetCOR TR-FRET, 1536-well;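 active = percent inhibition above the cutoff of mean plus 3 SD of all tested compounds, set per screening campaign, cut at about 20% in these data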;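 note: 0% = DMSO wells and 100% = biotin wells as full block of FRET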
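Material: NR2E3–RetCOR corepressor complex / Amount: 1.35 nM GST-NR2E3 / Medium: Tris pH 7.5 / Compound: single nominal compound dose of 4.8 µM / Incubation: 5 h at 4 °C / Technique: TR-FRET, Eu(K)-anti-GST donor, streptavidin-D2 acceptor, ex 340, em 617/671 nm / Read-out basis: percent loss of FRET ratio relative to control wells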
Peg3 promoter – inhibitors of Peg3 promoter; HeLa PEG-Prom luciferase reporter, luminescence, overnight; inhibition, % at 20 µM; hit rate 1.7% among 360,000;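 active = inhibition of at least 50% at 20 µM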
KKLEB cytotox – CF airway cell cytotoxicity counter-screen; KKLEB CF airway cells viability, ATPlite luminescence, overnight; active compounds read low; cells stimulated with P. aeruginosa culture filtrate; activity change (cytotoxicity), % at 5 µM; hit rate 0.36% among 360,000; AID 602141;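 active = corrected activity change at or below -50% at 5 µM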
Starred values were filed as active, the others as inactive; x = not tested or not shown.

SMILES	C8 TRAIL sens	CF NFkB inh	HIF-2a block	NR2E3 ag-1	LMP1 NFkB inh	Shn3 3UTR inh	MITF TRPM1 inh	hiPSC survival	NR2E3 ag-2	Peg3 promoter	KKLEB cytotox
CCCC(C)NC(=O)COc1ccc(S(=O)(=O)c2ccc(OCC(=O)NC(C)CCC)cc2)cc1 (stereo not given)	-12.3	8.7	2.8	3.5	-3.8	-15.2	-0.8	-1.3	-2.5	25.8	3.4
CCCNC(=S)NNC(=O)c1cc(-c2cccnc2)nc2ccccc12	2.0	20.0	-43.0	-3.5	-2.8	-5.1	6.6	-0.4	3.2	11.0	0.0
CCCc1nc2ccc(Cl)cn2c1Cc1ccc(C)cc1	2.4	-7.7	-117.9	-20.9	x	28.6	x	-1.3	x	-142.8	-8.0
COC(=O)c1nc(NC(=O)c2ccc(Br)cc2)n[nH]1	5.6	11.9	11.3	9.2	8.0	-0.8	0.4	-2.1	0.5	16.7	-3.2
Cc1ccc(C(=O)N2CCN(Cc3ccccc3)CC2)o1	22.9	10.5	2.2	-21.6	-2.5	20.5	11.6	-0.4	5.6	-11.5	-6.0
COc1ccccc1N1CCN(C(=O)c2ccc(C(C)(C)C)cc2)CC1	-2.2	5.3	-37.1	16.7	-9.1	11.7	-3.2	-2.5	-2.9	12.7	10.4
Cc1ccc(S(=O)(=O)N2CCOCC2)cc1C(=O)NCc1cccs1	-1.4	5.8	4.3	4.0	-7.1	-11.5	3.8	-1.2	3.6	-5.3	-2.2
COC(=O)CSc1nc(C2CC2)cc(C(F)(F)F)c1C#N	-0.1	11.7	11.2	-27.4	-3.2	18.2	-5.4	-2.0	-0.9	-1.1	-6.9
COc1ccc(CC2(CO)CCN(Cc3ccc(NC(C)=O)cc3)CC2)cc1	-1.7	9.5	20.0	11.3	-2.9	-4.2	8.6	-0.6	2.0	-0.9	-5.0
CC1(C(=O)O)CCC(C(=O)Nc2ccc(S(N)(=O)=O)cc2)C1(C)C (stereo not given)	-4.5	8.2	9.8	-4.3	-4.9	4.7	-3.8	3.2	3.0	18.3	-1.0
Cc1cc(N/N=C/c2cccc(Br)c2)nc2ccccc12	8.3	-31.9	-293.1	-61.4	-39.9	-64.1	-43.4	-1.5	1.4	-278.9	-8.3
COc1ccc(-c2nc(N)n[nH]2)cc1OC	-6.5	-18.2	7.0	5.8	-0.1	0.8	-1.8	-2.6	2.1	7.5	13.4
Cc1ccccc1C(=O)Oc1ccc(-c2csnn2)cc1	13.6	4.4	-39.8	1.6	-1.8	-68.9	-69.4	2.0	4.7	-185.7	0.4
COc1ccc(CN(C)C(=O)c2ccc(NC(=O)CC3SC(N4CCCCC4)=NC3=O)cc2)c(OC)c1 (stereo not given)	-6.4	11.8	5.1	-11.6	0.2	-13.6	-1.0	2.4	x	0.8	-0.2
Cc1ccc(Cl)cc1N1CCN(CC(O)COC(C)C)CC1 (stereo not given)	13.5	-1.2	5.8	-13.3	-2.5	x	2.2	-0.9	6.4	14.6	1.5

Three entries from above, bar-delimited.
compound | C8 TRAIL sens | CF NFkB inh | HIF-2a block | NR2E3 ag-1 | LMP1 NFkB inh | Shn3 3UTR inh | MITF TRPM1 inh | hiPSC survival | NR2E3 ag-2 | Peg3 promoter | KKLEB cytotox
CC1(C(=O)O)CCC(C(=O)Nc2ccc(S(N)(=O)=O)cc2)C1(C)C (stereo not given) | -4.5 | 8.2 | 9.8 | -4.3 | -4.9 | 4.7 | -3.8 | 3.2 | 3.0 | 18.3 | -1.0
Cc1cc(N/N=C/c2cccc(Br)c2)nc2ccccc12 | 8.3 | -31.9 | -293.1 | -61.4 | -39.9 | -64.1 | -43.4 | -1.5 | 1.4 | -278.9 | -8.3
COc1ccc(-c2nc(N)n[nH]2)cc1OC | -6.5 | -18.2 | 7.0 | 5.8 | -0.1 | 0.8 | -1.8 | -2.6 | 2.1 | 7.5 | 13.4

More records follow:
SMILES	C8 TRAIL sens	CF NFkB inh	HIF-2a block	NR2E3 ag-1	LMP1 NFkB inh	Shn3 3UTR inh	MITF TRPM1 inh	hiPSC survival	NR2E3 ag-2	Peg3 promoter	KKLEB cytotox
COc1ccc(CC(=O)NNC(=O)c2cc(Cl)ccc2OC)cc1	6.2	-7.8	-19.3	12.3	1.3	-12.7	-11.5	-0.4	x	-7.5	4.3
COc1ccccc1N1CCN(C(c2cccs2)C(C)NC(=O)c2cccnc2)CC1 (stereo not given)	-5.4	0.3	-1.4	-15.8	-3.5	2.1	x	0.7	0.2	-5.2	11.5
C/C(=N\NC(=O)C(N)=O)c1cccc(C(F)(F)F)c1	5.1	-5.3	5.1	7.3	-18.7	-0.7	11.8	0.2	3.2	0.6	10.9
CCCCC(=O)NC(Nc1nc(C2CC2)cs1)(C(=O)OCC)C(F)(F)F (stereo not given)	1.6	-3.0	8.0	6.7	-2.3	18.8	6.0	4.0	2.6	7.1	3.8
CCCC1OC(c2ccco2)OCC1CC (stereo not given)	7.7	20.8	1.3	25.2	-3.7	-13.3	0.3	-2.4	x	8.4	-17.3
CC(C)(C)N1CC(C(=O)O)CC1=O (stereo not given)	-1.8	9.4	11.7	9.0	3.4	-0.7	11.1	-1.8	2.0	3.2	-2.4
O=C(NCC1CCCO1)c1ccc2c(=O)n(Cc3ccco3)c(SCC(=O)N3CCCC3)nc2c1 (stereo not given)	-5.5	-21.7	25.1	-12.9	-0.3	-8.3	13.4	1.3	-0.2	20.0	-14.0
CCN(CC)CCOC(=O)c1ccc([N+](=O)[O-])cc1	12.9	-2.5	18.0	-12.1	-7.8	-1.4	15.5	-0.3	2.1	7.4	8.2
O=C(N1CCCCC1)C12CC3CC(C1)CC(C(=O)N1CCCCC1)(C3)C2	-12.1	3.2	-0.4	-4.6	-0.1	2.3	-8.8	0.2	-0.1	11.7	-1.0
CC(C)CC(=O)N(c1nnc(-c2cccnc2)s1)C1CCCC1	-9.9	-12.4	-42.4	-1.9	-3.9	-5.2	2.3	-0.5	-2.9	-13.6	6.8
CCc1ccc(NC(=O)CN2CCc3ccccc3C2)cc1	-9.3	-21.8	-53.6	-14.8	8.9	8.3	-7.3	0.7	-1.6	14.1	22.2
C[C@H]1CN([C@@H](C)CO)C(=O)CCCn2nncc2CO[C@@H]1CN(C)S(=O)(=O)c1cccc(C#N)c1	-0.6	-1.5	12.7	11.4	2.8	-9.0	x	0.7	x	-10.5	-0.4
COc1ccc(CCNC(=O)CSc2nnc3ccc(-c4cccnc4)nn23)cc1OC	-4.9	10.5	15.9	-9.0	-1.7	4.5	-0.2	-0.6	1.5	-49.8	-5.4
CCN(CC)C(=O)CSc1nnc(-c2cc3ccccc3cc2O)n1CC	-24.3	1.7	19.8	10.8	6.2	38.3	8.0	-0.4	2.7	15.2	1.8
CC(=O)Nc1cccc(-c2cc(N3CCN(CCO)CC3)n3nccc3n2)c1	-1.6	-19.2	6.5	-38.7	x	-1.6	x	-1.6	x	-12.2	-1.5
CC(=O)Nc1ccc(S(=O)(=O)NCCc2c[nH]c3ccc(C)cc23)cc1	3.7	-13.0	15.1	17.8	5.5	15.1	-4.4	-0.8	x	8.4	2.4
CCOc1ccc(OCc2ccc(C(=O)NCC3CCCO3)o2)cc1 (stereo not given)	-5.4	-4.5	-13.1	-74.9	-6.8	6.6	4.3	-0.3	0.3	-21.1	0.8
COc1cc2c(cc1OC)CN(C(=O)CCOc1ccccc1)CC2	-2.9	7.5	-7.6	-5.7	8.0	13.5	13.6	-0.4	8.0	8.4	-5.8
Cc1cccc(/C=N/NC(=O)c2cc(-c3cccnc3)nc3ccccc23)c1	3.1	0.4	9.5	-21.3	-3.3	-1.3	-2.1	0.2	-0.3	-2.8	-8.4
COC(=O)c1ccc(CSc2nc3ccccc3c(=O)n2-c2ccccc2)o1	-1.7	-1.4	9.7	2.6	-5.2	10.2	0.7	3.4	5.1	-9.6	-0.8
O=C(CN1CCCCC1)N/N=C/c1cc2ccccc2nc1Cl	-1.4	-10.2	-41.8	-7.2	2.6	-2.7	-34.0	-1.2	0.8	-28.4	5.9
Cc1ccc(S(=O)(=O)NC2CC(=O)N(c3ccc4c(c3)OCCO4)C2)cc1 (stereo not given)	-11.9	-11.8	6.9	-21.5	-1.0	8.1	10.3	0.1	-0.2	7.0	3.0
O=C(CNC(=O)c1ccc(Cl)cc1)OCCCOC(=O)CNC(=O)c1ccc(Cl)cc1	-44.6	-24.0	7.1	-13.6	0.2	-9.6	3.5	-0.5	0.8	5.7	6.7
c1ccc(CCNc2cnccn2)cc1	-5.5	1.0	-37.2	-26.7	0.1	2.0	-14.4	-0.4	3.4	-39.9	2.9
CCCOc1cc2c(C#N)c(N3CCCC3)nc(N)c2c(N)n1	-5.0	-8.4	8.2	1.0	-5.7	-12.5	-28.2	-1.2	-1.4	-14.5	-7.0
Fc1ccc2nc(C3CCCCN3Cc3nc(CC4CC4)no3)[nH]c2c1 (stereo not given)	1.1	-1.1	-1.3	5.1	8.3	6.3	-10.4	-0.2	1.8	6.6	0.8
c1ccc(C(c2ccccc2)c2noc(CN3CCN(CC4CC4)CC3)n2)cc1	1.2	7.0	13.0	28.7	-15.4	-10.2	-3.2	-0.6	0.2	7.8	-2.3
CCCc1nc(SCC(=O)Nc2ccccc2)c2c(=O)n(C)c(=O)n(C)c2n1	32.9	19.7	5.9	-1.4	0.5	-36.9	2.4	-0.9	1.2	9.9	-12.9
COc1ccc(CNC(=O)C(C)OC(=O)CO/N=C(\C)c2ccc3c(c2)OCO3)cc1 (stereo not given)	3.8	12.7	2.5	9.7	5.4	-5.1	3.6	0.1	-1.3	1.1	-1.9
COc1ccc(Br)cc1/C=N/N1C(=O)CSC1=S	-24.2	-16.4	14.3	-24.7	-8.8	2.0	21.5	0.5	0.7	24.1	6.9
Cc1noc(C)c1COC(=O)C1CCN(S(=O)(=O)c2c(Cl)cccc2Cl)CC1	11.7	8.5	14.3	-28.6	-3.8	0.8	-7.4	-0.3	4.0	-26.9	9.9
NC(=O)C1CCN(c2ccc(S(=O)(=O)N3CCCCC3)cc2[N+](=O)[O-])CC1	-9.3	-0.1	10.5	8.6	-4.8	5.6	2.0	-1.2	x	8.2	-11.9
CCCCCCCCCCOC(=O)C[N+](C)(C)CC1CCCCC1O (stereo not given)	0.6	-4.9	7.6	-8.1	51.0*	2.6	-6.5	0.1	-4.3	8.0	-9.9
COc1ccccc1N(Cc1ccccc1)S(=O)(=O)c1cccc(C(=O)Nc2ccc(C(C)=O)cc2)c1	15.3	9.0	-108.4	-47.8	-20.8	-35.7	-8.2	0.3	0.2	-47.8	-10.0
CCC(=O)NC(=S)Nc1ccc(NC(=O)COc2ccc(Cl)cc2Cl)cc1	9.3	-6.7	-97.5	-4.3	-23.9	10.5	-0.6	-1.6	2.9	-27.6	3.7
C=CCC1(C#N)C(SC)=NC2=C(C(=O)CC(C)(C)C2)C1c1ccc(Br)cc1 (stereo not given)	-2.5	-9.6	12.2	-22.7	7.7	2.7	5.9	-0.6	-0.3	16.2	-1.4
NS(=O)(=O)c1cc(C(=O)NNC(=O)c2ccc3c(c2)OCO3)ccc1Cl	-7.2	-5.1	8.6	-29.4	3.5	-11.5	-6.2	-1.3	x	-7.7	-4.8

Not all compounds are listed, so the mix of outcomes need not match the whole.
